# L3MBTL1 inh: blocks human L3MBTL1; AlphaScreen L3MBTL1–H3K9me1 peptide binding; Potency, µM (highest dose often 57.1 µM), without a hit: at the top dose activity, negative = inhibition, usual class: inhibitors; 0.66% of 230,000 active; also: % is scaled to controls: 0 for no effect and ±100 for the full control effect; nearly all actives have a fitted effect of over 60% in size
#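 AlphaScreen proximity signal between nickel-chelate acceptor and streptavidin donor beads (final 10 ug/mL) reports binding of 50 nM L3MBTL1 to 75 nM biotin-H3 K9me1 peptide; complex incubated with compounds 30 min at room temperature; cefsulodin titration as control.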
# Tau fluor cs: counter-screen for tau fibril formation inhibitors | 0.93% of 280,000 active | tau K18 P301L Alexa594 fluorescence, heparin fibrillization | Potency, µM (highest dose often 57.7 µM), for inactives: at the highest dose activity change, negative = decrease; also: % is scaled to controls: 0 for no effect and ±100 for the full control effect; nearly all actives have a fitted effect of over 55% in size
#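 Human K18 P301L tau (15 uM unlabeled plus 0.24 uM Alexa 594-labeled, final) in 100 mM sodium acetate pH 7 was mixed with compound and 20 uM heparin and incubated 6 hr at 37 C.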
# TR SRC2 fluor cs: counter-screen for TRb-SRC2 inhibitors: fluorescence interference. TRb/SRC2 Texas Red total fluorescence interference. Potency, µM (top dose mostly 106 µM), for the others: at the top dose fluorescence change, negative = quenching. 0.29% of 280,000 active. AID 1479; active = well fitted curve in either direction with a large enough effect; inconclusive = small, poorly fitted or top-dose-only effect; also: % is scaled to controls: 0 for no effect and ±100 for the full control effect
#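 Human TRb ligand-binding domain at 0.6 uM with 20 nM Texas Red SRC2 peptide in Tris buffer containing 1 uM T3 and 5% DMSO, incubated with compound 5 h at ambient temperature. Total fluorescence (555/632 nm) calculated as parallel + 2 × perpendicular.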
# Tau fibril FP: inhibitors of human tau fibril formation. K18 P301L tau heparin fibrillization, Alexa594 FP, 6 h. Potency, µM (top dose mostly 57.7 µM), for inactives: at the top dose activity, negative = inhibition, most hits filed as inhibitors. P10636. 0.39% of 280,000 active. AID 1468; also: % is scaled to controls: 0 for no effect and ±100 for the full control effect; nearly all actives have a fitted effect of over 55% in size
# Target sequence (P10636 561-689 P618L limits assumed): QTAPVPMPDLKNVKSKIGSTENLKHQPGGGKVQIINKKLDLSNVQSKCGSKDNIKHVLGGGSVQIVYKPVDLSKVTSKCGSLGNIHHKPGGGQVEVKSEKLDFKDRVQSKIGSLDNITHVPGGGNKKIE
#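 K18 P301L tau (15 uM unlabeled/0.24 uM Alexa 594-labeled, final) + compound + heparin 20 uM final; 100 mM NaOAc pH 7; 6 hr 37 C; ThT 30 uM final added, 1 hr RT; FP ex 555/em 632 nm.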
# HTT cytoprotect: Huntington cell model cytoprotection by ATP luminescence | PC12 HTT-Q103 induced, cytoprotection, ATP luminescence, 40 h | Potency, µM (highest dose often 56.4 µM), inactives show cytoprotection (ATP increase), most hits filed as activators | 0.14% of 230,000 active;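 also: % of control where 0% means no effect; nearly all actives have a fitted effect of over 45% in size; toxic huntingtin expression switched on by the ecdysone agonist tebufenozide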
#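 Quantitative HTS on tebufenozide-induced (100 nM) PC12 cells expressing HTTQ103 exon 1–GFP; compounds tested as a concentration series; survival measured via cellular ATP.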
# Tau ThT inhib: inhibitors of human tau fibril formation, thioflavin T binding; AID 1460; 2.1% of 270,000 active; recombinant tau K18 P301L (four-repeat tau fragment), heparin-induced fibrillization, ThT fluorescence; Potency, µM (series often up to 57.4 µM), for the others: at the highest dose activity, negative = inhibition, most hits filed as inhibitors; P10636; also: % is scaled to controls: 0 for no effect and ±100 for the full control effect; nearly all actives have a fitted effect of over 55% in size
#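 Recombinant human tau K18 fragment […] carrying P301L, 15 uM unlabeled plus 0.24 uM Alexa 594-labeled, was fibrillized with 20 uM heparin in 100 mM sodium acetate pH 7 for 6 hr at 37 C; 30 uM ThT fluorescence read after 1 hr.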
# RECQ1 inh: blocks DNA unwinding by human RECQ1 | P46063 | RECQ1 DNA unwinding, red fluorescence kinetic read | Potency, µM (titrated, usually from 57.3 µM), for inactives: at the top dose activity, negative = inhibition, usual class: inhibitors | 0.54% of 240,000 active;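 also: plate controls were vehicle for no effect and no enzyme for full effect; nearly all actives have a fitted effect of over 30% in size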
# Target sequence (P46063 whole entry, looked up): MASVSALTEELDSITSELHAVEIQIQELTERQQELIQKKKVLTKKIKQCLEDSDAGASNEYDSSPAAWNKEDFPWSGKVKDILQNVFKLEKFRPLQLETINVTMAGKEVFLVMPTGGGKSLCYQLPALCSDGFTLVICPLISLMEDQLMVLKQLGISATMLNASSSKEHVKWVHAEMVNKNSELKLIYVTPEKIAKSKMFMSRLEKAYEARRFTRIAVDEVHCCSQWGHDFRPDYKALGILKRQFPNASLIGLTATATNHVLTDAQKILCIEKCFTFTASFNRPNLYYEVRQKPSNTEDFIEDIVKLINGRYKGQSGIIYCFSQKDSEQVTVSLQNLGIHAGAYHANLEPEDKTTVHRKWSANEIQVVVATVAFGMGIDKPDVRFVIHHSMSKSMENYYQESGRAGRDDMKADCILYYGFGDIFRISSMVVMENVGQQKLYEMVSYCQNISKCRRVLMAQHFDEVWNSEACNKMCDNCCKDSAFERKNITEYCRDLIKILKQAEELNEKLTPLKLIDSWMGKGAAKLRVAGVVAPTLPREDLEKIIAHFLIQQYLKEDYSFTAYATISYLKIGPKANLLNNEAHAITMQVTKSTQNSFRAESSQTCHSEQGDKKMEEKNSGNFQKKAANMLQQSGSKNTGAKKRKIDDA
#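 RECQ1T1 50 nM; forked duplex (20 bp + 30-nt ss tails) 200 nM, ATP 2 mM final; pH 8.0, 2 mM MgCl2, 2.5 ug/ml poly(dI-dC); 15 min compound preincubation; discontinuous kinetic read over 2 h at RT.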
# TRb-SRC2 inh: disrupts binding of human TR beta to SRC2. P10828. TRbeta-SRC2 peptide binding, fluorescence polarization; receptor liganded with 1 µM T3. Potency, µM (top dose mostly 106 µM), inactives show at the highest dose activity change, negative = inhibition, hits mostly inhibitors. 0.065% of 280,000 active. AID 1469;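 also: plate controls were bound peptide for no effect and peptide without receptor for full effect; nearly all actives have a fitted effect of over 50% in size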
#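 A fluorescence polarization screen tested compounds at multiple concentrations against complex formation between 0.6 uM TRb ligand-binding domain and 20 nM Texas Red SRC2 peptide, with 1 uM T3 present; readout after 5 hr.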
# Numbers without * were called inactive; i = inactive; ? = inconclusive; . = not tested or not shown; & = joins results of further samples; [ ] = remark or other dose. Unless noted, calls follow the shape of the dose curve; as a rule, active = well fitted curve in the direction sought with a large enough effect; inconclusive = small, poorly fitted or top-dose-only effect, or another doubt; inactive = no such curve, though single readings can be large; an effect the other way counts as inactive or inconclusive. Potency is read from the fitted curve at half-maximal effect. A portion of the library; count on the stated rates, not on these rows.
SMILES,L3MBTL1 inh,Tau fluor cs,TR SRC2 fluor cs,Tau fibril FP,HTT cytoprotect,Tau ThT inhib,RECQ1 inh,TRb-SRC2 inh
CCOc1cccc2cc(-c3csc(NC(=O)CCC(=O)NCCN4CCCCC4C)n3)c(=O)oc12 (stereo unspecified),.,?,-6.4%,1.9%,-134.2%[inhibitor],?,-4.5%,3.6%
COc1ccc(S(=O)(=O)Cc2ccc(C(=O)NC(C)C)o2)cc1,4.1%,-4.0%,-2.1%,-0.5%,-10.5%,1.9%,2.1%,1.8%
N#Cc1nc(COc2ccccc2Cl)oc1N1CCCCCC1,-3.1%,-9.5%,-4.2%,2.3%,-22.2%[10 µM],-7.0%,-1.1%,-4.0%
CCc1nnc(NC(=O)c2ccc3ncsc3c2)s1,-20.3%,-15.3%,-4.0%,2.8%,-5.2%[10 µM],-20.6%,-13.3%,5.3%
O=C(NCC12CC3CC(CC(C3)C1)C2)c1cc2n(n1)C(C(F)(F)F)CC(c1ccco1)N2 (stereo unspecified),-6.7%,-20.4%,2.4%,1.2%,-26.4%,-13.4%,0.4%,3.7%
C[C@H]1[C@H](C)CC[C@]2(C(=O)O)CC[C@]3(C)C(=CCC4[C@@]5(C)CC[C@H](O)C(C)(C)[C@@H]5CC[C@]43C)[C@H]12 (stereo partly specified),.,7.0%,-0.7%,-6.5%,-14.5%[1.9 µM],3.1%,-1.0%,-5.2%
Cc1cccc(S(=O)(=O)c2cn(Cc3ccccc3)c3cc(N4CCCCC4C)c(F)cc3c2=O)c1 (stereo unspecified),.,-8.2%,-14.0%,-8.5%,.,-10.9%,.,-3.0%
COc1ccc(NC(=O)C(c2ccccc2)c2ccccc2)cn1,-0.4%,-11.7%,1.4%,-3.7%,-37.5%,3.2%,-2.7%,-4.9%
CCCCC(c1nnnn1CCOC)N1CCN(C(=O)c2ccco2)CC1 (stereo unspecified),.,4.9%,2.1%,9.4%,-9.5%,-3.9%,i,-14.5%
Cc1c(O)c(CN2CCCCC2)cc2c3c(c(=O)oc12)CCC3,2.1%,1.1%,-1.4%,10.7%,-16.8%,-5.7%,1.5%,4.5%
CC(C)CNC(=O)c1cccc(NC(=O)CSc2ccccc2)c1,4.7%,-9.5%,1.7%,7.6%,40.1%[10 µM],-3.1%,-7.6%,-2.2%
CCc1ccccc1Nc1nn2c(=O)c3ccc(C(=O)NCc4ccccc4OC)cc3nc2s1,.,-11.2%,-2.2%,?,.,-15.7%,.,8.2%
CC1=C(C(=O)Nc2cccnc2)C(c2ccc(F)cc2)n2nc(SCc3ccccc3F)nc2N1 (stereo unspecified),.,-7.3%,-2.1%,-0.3%,.,-3.5%,.,-3.0%
COc1ccccc1NC(=O)c1ccc(COc2ccccc2OC)o1,.,-13.0%,-1.7%,8.2%,-12.8%[0.074 µM],-11.0%,-0.3%,-5.6%
Cc1ccc([N+](=O)[O-])cc1NC(=O)CN(C(=O)c1ccc(Cl)cc1)C1CCCCC1,-0.2%,-24.1%,1.3%,0.6%,-18.6%,-9.5%,-4.4%,3.7%
COc1ccc(CC(=O)Nc2cc(Cl)ccc2O)cc1,31.8%[activator],-17.7%,3.2%,6.9%,-16.7%[1.9 µM],-6.2%,-4.7%,7.5%
Cc1ccc(C(=O)c2cc([N+](=O)[O-])ccc2N2CC(C)OC(C)C2)cc1 (stereo unspecified),-7.5%,-20.1%,-0.2%,9.8%,13.0%[10 µM],-10.3%,-8.1%,0.9%
COc1ccccc1CNC(=O)CC(NS(=O)(=O)c1ccc(C)cc1)c1ccco1 (stereo unspecified),9.5%,-11.3%,-1.0%,-1.8%,10.0%[10 µM],?,7.6%,-20.2%
O=C(Nc1cccc(C(=O)OCc2cc(=O)n3c4c(sc3n2)CCCC4)c1)c1ccc(Cl)cc1,.,-13.9%,-1.2%,0.7%,.,?,.,0.5%
C=CCNC(=S)N/N=C(\C)c1cccc(OC)c1,-11.5%,-13.7%,5.3%,-3.8%,6.2%[1.9 µM],-9.6%,-3.5%,-1.5%
CC(C)(C)c1ccc(NC(=O)c2ccccc2)c([N+](=O)[O-])c1,.,-20.4%,-1.6%,9.6%,-85.0%[inhibitor],-14.7%,-5.4%,1.0%
O=[N+]([O-])c1cccc(/C=N\N2CCN(Cc3ccccc3Cl)CC2)c1,-21.9%,-28.9%,-4.4%,8.1%,44.6%[10 µM],?,i,6.0%
Cc1cc(C)cc(NC(=O)C2CCCN2/C=C/C(=O)C(F)(F)F)c1 (stereo unspecified),0.6%,-7.4%,0.2%,4.8%,-34.0%[10 µM],-5.9%,-5.1%,-1.6%
COc1cccc(NC(=S)NCc2ccncc2)c1,1.4%,-2.5%,-1.7%,-1.8%,.,1.4%,i,-9.1%
Cc1cc(=O)[nH]c(SCC(=O)Nc2ccccc2C#N)c1C#N,.,-8.0%,-2.4%,-0.1%,14.5%,-14.1%,-1.1%,-3.9%

# A few values from the entries so far:
# Cc1c(O)c(CN2CCCCC2)cc2c3c(c(=O)oc12)CCC3 @ HTT cytoprotect = -16.8%
# COc1ccc(NC(=O)C(c2ccccc2)c2ccccc2)cn1 @ Tau fluor cs = -11.7%

# Carrying on:
SMILES,L3MBTL1 inh,Tau fluor cs,TR SRC2 fluor cs,Tau fibril FP,HTT cytoprotect,Tau ThT inhib,RECQ1 inh,TRb-SRC2 inh
O=c1nc(SCc2cccc(C(F)(F)F)c2)nc2ccccn12,.,-5.9%,-2.5%,0.2%,3.7%,-5.5%,i,8.4%
CCn1c(C(=O)Nc2cc(C)cc(C)c2)cc2sc(Cl)cc21,.,-25.2%,-75.6%[53 µM],-3.1%,.,-18.9%,.,-21.3%[53 µM]
Cc1ccc(C)c(NC(=O)c2ccc3nc(CCc4ccccc4)oc3c2)c1,.,-3.2%,-0.5%,-12.4%,.,-17.4%,.,10.6%
CC[C@](N)(CCC(=O)O)C(=O)O,.,4.9%&-2.5%,0.3%&-1.9%,1.8%&-5.3%,-27.1%&-7.3%,10.0%&1.6%,-7.3%&-2.6%,?
COc1ccccc1C(=O)NCCCn1cc(Br)c(C)n1,?,-0.6%,1.6%,3.6%,10.7%,-7.0%,i,-0.5%
COc1ccc(NC(=O)CSCc2ccccc2C)cc1,?,-6.4%,0.3%,-11.5%,7.6%[0.074 µM],-8.3%,i,2.6%
CCOC(=O)C1=C(C)NC(SCC(N)=O)=C(C#N)C1c1cccs1 (stereo unspecified),48.1%[activator],-8.2%,2.7%,2.2%,-1.9%,0.7%,-6.2%,-13.3%
CCn1c(SCC(=O)c2ccc3c(c2)Cc2ccccc2-3)nnc1-c1ccc(N)cc1,-1.9%,-9.2%,-2.4%,3.0%,3.2%,?,-3.2%,-3.0%
CCCn1c2ccccc2c2nnc(SCC(=O)Nc3cccc(C(C)=O)c3)nc21,.,-25.3%,3.9%,-9.7%,.,-13.6%,.,-3.2%
C=C(C(=O)O)C1CCC2(C)CCCC(C)(O)C2C1 (stereo unspecified),.,-6.4%,-0.9%,-11.1%,-21.6%[10 µM],-2.2%,i,-6.6%
O=C(O)C1CC(=O)N(c2ccc(Br)cc2)C1 (stereo unspecified),-1.0%[11.4 µM],10.0%,-6.8%,0.4%,-5.0%[0.074 µM],12.1%,-9.9%,-4.9%
CC1=C(C(=O)OCCNC(=O)c2cccnc2)C(c2cccc([N+](=O)[O-])c2)C(C(=O)OCCN(C)C)=C(C)N1 (stereo unspecified),5.5%,0.4%,-3.0%,5.7%,.,-4.5%,8.4%,-1.9%
CC1CC(=O)c2cnc(NCc3ccco3)nc2C1 (stereo unspecified),.,6.1%,-7.7%,?,3.7%,1.2%,-3.9%,-1.4%
CCOC(=O)Cc1csc(NC(=O)COc2ccc(N(C)S(=O)(=O)c3ccc(C)cc3)cc2)n1,.,-1.7%,-2.1%,-3.0%,-2.7%[10 µM],-13.4%,i,-5.1%
CC(=O)N(Cc1ccccc1)Cc1nc2sc(C)c(C)c2c(=O)[nH]1,5.8%,-5.9%,-6.4%,1.6%,29.0%[10 µM],-6.3%,i,-1.3%
O=C(COc1ccc(S(=O)(=O)N2CCCCC2)cc1)N1CCCCCC1,.,5.0%,-0.3%,9.8%,2.1%,1.0%,-5.2%,-10.5%
COC(=O)C1=C(C)N(CCc2ccccc2)C(=O)/C1=C\c1ccco1,?,-21.8%,1.6%,-10.5%,.,17.8µM*,3.6%,-2.3%
CCN1CCN(CCCN(Cc2ccco2)C(=S)Nc2cccc(Cl)c2C)CC1,-0.5%,-0.1%,0.8%,-0.2%,-7.2%,3.3%,i,-7.4%
Cc1ccc(S(=O)(=O)N2CCCC(C(=O)Nc3ccc(C(=O)O)cc3)C2)cc1Cl (stereo unspecified),5.5%,0.8%,-0.9%,5.5%,.,1.5%,-1.7%,3.6%

# Reformatted bar-delimited: entries from further up
SMILES | L3MBTL1 inh | Tau fluor cs | TR SRC2 fluor cs | Tau fibril FP | HTT cytoprotect | Tau ThT inhib | RECQ1 inh | TRb-SRC2 inh
O=C(O)C1CC(=O)N(c2ccc(Br)cc2)C1 (stereo unspecified) | -1.0%[11.4 µM] | 10.0% | -6.8% | 0.4% | -5.0%[0.074 µM] | 12.1% | -9.9% | -4.9%
O=C(COc1ccc(S(=O)(=O)N2CCCCC2)cc1)N1CCCCCC1 | . | 5.0% | -0.3% | 9.8% | 2.1% | 1.0% | -5.2% | -10.5%
CC1=C(C(=O)OCCNC(=O)c2cccnc2)C(c2cccc([N+](=O)[O-])c2)C(C(=O)OCCN(C)C)=C(C)N1 (stereo unspecified) | 5.5% | 0.4% | -3.0% | 5.7% | . | -4.5% | 8.4% | -1.9%
CC[C@](N)(CCC(=O)O)C(=O)O | . | 4.9%&-2.5% | 0.3%&-1.9% | 1.8%&-5.3% | -27.1%&-7.3% | 10.0%&1.6% | -7.3%&-2.6% | ?
CCN1CCN(CCCN(Cc2ccco2)C(=S)Nc2cccc(Cl)c2C)CC1 | -0.5% | -0.1% | 0.8% | -0.2% | -7.2% | 3.3% | i | -7.4%

# Screening data as filed in PubChem.
